Source: PubChem
S100A4 MyoIIA = inhibitors of S100A4-myosin IIA peptide binding, primary screen, biochemical, fluorescence polarization, TAMRA-MyoIIA peptide; inhibition, % at 10.7 µM; AID 652163, 2013; 360,000 compounds, 0.14% hits; Protein S100-A4 (Homo sapiens), P26447;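 active = mean inhibition of at least 70% across replicates, with every replicate also reaching that level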
Target sequence (P26447 whole entry, looked up): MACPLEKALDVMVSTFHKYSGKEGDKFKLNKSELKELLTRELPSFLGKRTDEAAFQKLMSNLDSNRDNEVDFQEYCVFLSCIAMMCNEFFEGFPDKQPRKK
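Compound dosing: one dose per compound; test system: human S100A4 monomer with TAMRA-labelled myosin IIA peptide; probe or stimulus: TAMRA-labelled myosin IIA heavy-chain peptide probe, 5 nM; medium: HEPES buffer with Ca2+, pH 7.2; schedule: 5 min incubation before reading; benchmarks: neutral control DMSO, positive control TFP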
esBAF inh = Bmi1 luciferase reporter increase in mESCs, primary screen, esBAF inhibitor project, mouse ES cells, Bmi1 luciferase knock-in, single point | 24 h; 100% = twice the neutral-well signal | reporter increase, % at 12.5 µM | 350,000 compounds, 2% hits | AID 602393, 2012; in the data active = activation above about 40%;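 note: 0% = median of the plate's neutral control wells and 100% = double that signal; a rise in the Bmi1 reporter signal indicates esBAF inhibition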
Casp6 inh = human caspase-6 inhibitors, primary screen, biochemical, VEID-R110 fluorescence, single point, set 2. P55212. purified caspase-6, Z-VEID-R110 cleavage fluorescence. inhibition, % at 12.5 µM. 350,000 compounds, 0.53% hits. AID 686996, 2013;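 active = mean inhibition across replicates at least about 35%, with every replicate also reaching that limit, limit read from the data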;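 note: 0% = median of neutral control wells and 100% = no fluorescence left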
Target sequence (P55212 24-179 limits assumed): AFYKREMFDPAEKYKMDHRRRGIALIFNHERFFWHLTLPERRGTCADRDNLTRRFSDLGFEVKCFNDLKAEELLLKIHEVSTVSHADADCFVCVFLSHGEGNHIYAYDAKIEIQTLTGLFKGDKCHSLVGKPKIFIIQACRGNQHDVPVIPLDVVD
Target sequence (P55212 194-293 limits assumed): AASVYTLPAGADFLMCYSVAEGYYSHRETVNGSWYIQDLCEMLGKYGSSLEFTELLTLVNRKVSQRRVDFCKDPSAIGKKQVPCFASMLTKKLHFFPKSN
FN deposition inh = inhibitors of fibronectin matrix deposition, primary screen, AH1F cells, Alexa488-fibronectin fluorescence, plate reader; AH1F fibroblasts, overnight; inhibition, % at 12.6 µM; 350,000 compounds, 0.086% hits;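 active = mean inhibition across replicates of 30% or more, regardless of how many single replicates reach that level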;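 note: positive control wells lacked labelled fibronectin entirely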
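Assay system: AH1F fibroblasts / Quantity: 10000 cells per well / Medium: DMEM plus 2% serum, read in PBS / Reagent: labelled fibronectin 24 nM / Dosing: single dose, pinned / Times: 1 h cell attachment, overnight exposure to compound and label / Signal: fluorescence, ex 485 nm, em 525 nm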
LGR2 inh = inhibitors of bursicon-induced LGR2 CRE-luciferase signal, primary screen, cell-based, HEK293, CRE-luciferase reporter, bursicon stimulation | Drosophila bursicon receptor LGR2 (rickets) | bursicon-stimulated, 4 h | inhibition, % at 9.99 µM | 380,000 compounds, 0.35% hits | AID 720647, 2013;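 active = drop in luminescence signal, shown as inhibition above about 50% in the replicate tests, limit read from the data, passing the limit was not always enough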;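 note: agonist challenge used bursicon conditioned medium at about half maximal strength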
C2C12 statin = suppressors of statin myotoxicity in C2C12 myotubes, primary screen, cell-based, single point, plate reader; C2C12 myotubes + simvastatin, ATP luminescence, 48 h; scaled: DMSO 0, geranylgeraniol control 100; 330,000 compounds, 0.78% hits; rescue of ATP level, % at 7.49 µM;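 active = mean ATP rescue above about 67%, or every replicate alone reaching that limit, limit read from the data, passing the limit was not always enough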;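 note: myotubes were challenged with 10 µM simvastatin during compound exposure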
SIRT5 block = SIRT5 desuccinylase inhibitors, primary screen, biochemical, fluorescence imaging, single point, set 5; NAD-dependent protein deacylase sirtuin-5, mitochondrial (Homo sapiens), Q9NXA8; Purified SirT5, succinyl-peptide AMC, trypsin-coupled fluorescence; inhibition, % at 15 µM; 330,000 compounds, 1.1% hits; AID 652115, 2013; in the data active = inhibition above about 15%
Target sequence (Q9NXA8 whole entry, looked up): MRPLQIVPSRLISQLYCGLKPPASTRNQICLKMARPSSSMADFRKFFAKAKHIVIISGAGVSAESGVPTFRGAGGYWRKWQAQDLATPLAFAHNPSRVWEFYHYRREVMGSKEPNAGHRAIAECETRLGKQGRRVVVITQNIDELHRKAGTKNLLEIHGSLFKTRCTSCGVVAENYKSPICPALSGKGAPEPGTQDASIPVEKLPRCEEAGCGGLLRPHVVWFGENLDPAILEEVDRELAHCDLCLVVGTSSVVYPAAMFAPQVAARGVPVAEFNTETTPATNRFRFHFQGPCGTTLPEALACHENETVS
* = called active by the depositor; · = not tested or not shown; & = joins results of further samples. Some of the compounds tested (hit frequency here may not be typical).

| Compound | C2C12 statin | FN deposition inh | LGR2 inh | esBAF inh | SIRT5 block | S100A4 MyoIIA | Casp6 inh |
| --- | --- | --- | --- | --- | --- | --- | --- |
| CCC1=C(OC(=O)N(CC)CC)N2C(=O)OC(=NCCOC)[C@]2(Cc2ccccc2)[C@H]2C1=CC[C@H]1C(=O)N(CC)C(=O)[C@H]12 | -14.3 | -16.2 | -6.2 | 0.9 | · | -1.6 | · |
| CN1CCN(C(=O)C2=C[C@@H](c3csc4ccccc34)C[C@@H](OCCCCO)O2)CC1 | -3.0 | -7.2 | -14.4 | 2.5 | 0.4&-2.7 | 14.0&-3.8 | -0.7&1.9 |
| COc1ccc(S(=O)(=O)N2C[C@@H](O)COC[C@H]3O[C@@H](CC(=O)NCCN4CCCCC4)CC[C@@H]32)cc1 | -8.1 | -7.5 | -3.2 | -2.8 | · | · | · |
| COc1ccc(NC(=O)N(C)C[C@@H]2Oc3ccc(NC(=O)CCN4CCOCC4)cc3CC(=O)N([C@H](C)CO)C[C@@H]2C)cc1 | 0.8 | · | -9.3 | -7.0 | -1.2 | -10.9 | 0.8 |
| COc1ccccc1NC(=O)Cn1nnc(-c2ccccc2NS(=O)(=O)c2ccccc2)n1 | · | -0.4 | 14.2 | · | 0.6 | 6.1 | 0.5 |
| O=C(c1ccco1)N1CCN(C(=S)NCc2ccc(F)cc2)CC1 | -3.5 | -2.0 | 1.8 | 3.4 | 1.5 | -8.7 | -0.4 |
| CCCCOc1ccc(N=Cc2ccc[nH]2)cc1 | 10.9 | -2.4 | 1.1 | 7.5 | 0.5 | -4.8 | 0.8 |
| S=C(S)N1CCCC1 | 3.2 | -0.1 | -3.5 | -0.7 | -8.9 | 1.2 | -0.6 |
| CCCc1cn(CC[C@@H]2CC[C@@H](NC(=O)CCN3CCCCC3)[C@@H](CO)O2)nn1 | -3.3 | 10.9 | -7.4 | 2.3 | 4.3 | 12.9 | -1.7 |
| COc1ccc(OC)c(/C=C/C(=O)Nc2cccc(S(=O)(=O)NC3=NCCCCC3)c2)c1 | 16.0 | 15.4 | -13.5 | 27.2 | 5.5 | 2.3 | -3.2 |
| CC1(C(=O)Nc2cccc(Oc3ccccc3)c2)CCN1Cc1cccc2c1OCO2 (configuration not stated) | 1.2 | 9.0 | -27.1 | 3.2 | · | 1.7 | -2.2 |
| Cc1occc1C(=O)N/N=C/c1ccc(Cl)c([N+](=O)[O-])c1 | · | · | -5.9 | · | -0.5 | -9.0 | -0.3 |
| CC(O)CNC(=O)Cc1cc(=O)[nH]c(=O)[nH]1 (configuration not stated) | 13.9 | 0.4 | -22.1 | 0.7 | 2.1 | 9.8 | -12.0 |
| COc1ccc(N(C)C(=O)c2oc(=O)c3ccccc3c2-c2ccccc2)c(OC)c1 | -0.9 | -2.7 | -8.8 | 1.2 | -3.6 | 2.1 | 0.7 |
| COc1ccccc1-n1cc(C(=O)NCC(=O)N2CCN(c3ccccn3)CC2)c2ccccc2c1=O | · | 2.1 | -16.0 | · | 12.9 | -2.2 | 2.3 |
| COc1cc(/C=C2\C(=N)N3N=C(C(C)C)SC3=NC2=O)ccc1OCCOc1ccc(NC(C)=O)cc1 | 8.1 | -0.9 | 4.1 | 12.4 | -23.5 | -5.4 | -3.8 |
| COCCCNC(=O)C[C@H]1C[C@H](C(=O)N(C(C)C)C(C)C)[C@@]2(C)c3[nH]c4cc(-c5ccco5)ccc4c3CCN2C1=O | -15.5 | 5.0 | 10.4 | 1.2 | -2.1 | -7.2 | 1.3 |
| CN1C(=O)[C@H]2[C@@H](/C=C/c3ccccc3)N3C(=O)CN(Cc4ccccn4)C(=O)[C@@]3(Cc3ccccc3)[C@H]2C1=O | 4.8 | -0.2 | · | -6.8 | · | -0.4 | -0.5 |
| Cc1noc(C)c1NC(=O)N(C)C[C@H]1Oc2ccc(NC(=O)Nc3ccc(C(F)(F)F)cc3)cc2C(=O)N([C@H](C)CO)C[C@H]1C | -6.0 | -1.2 | -12.0 | 5.9 | 5.9 | -11.1 | -4.6 |
| CCOC(=O)C1CCCN(C(=O)/C(=C/c2ccco2)NC(=O)c2ccccc2)C1 (configuration not stated) | 4.2 | 2.0 | 8.0 | 13.0 | 3.5 | 1.9 | 5.1 |

An excerpt of these results, with two lines to a compound:
Values in the order: C2C12 statin, FN deposition inh, LGR2 inh, esBAF inh, SIRT5 block, S100A4 MyoIIA, Casp6 inh
CCCCOc1ccc(N=Cc2ccc[nH]2)cc1
  10.9, -2.4, 1.1, 7.5, 0.5, -4.8, 0.8
S=C(S)N1CCCC1
  3.2, -0.1, -3.5, -0.7, -8.9, 1.2, -0.6
CCCc1cn(CC[C@@H]2CC[C@@H](NC(=O)CCN3CCCCC3)[C@@H](CO)O2)nn1
  -3.3, 10.9, -7.4, 2.3, 4.3, 12.9, -1.7
COc1ccc(OC)c(/C=C/C(=O)Nc2cccc(S(=O)(=O)NC3=NCCCCC3)c2)c1
  16.0, 15.4, -13.5, 27.2, 5.5, 2.3, -3.2
CC1(C(=O)Nc2cccc(Oc3ccccc3)c2)CCN1Cc1cccc2c1OCO2 (configuration not stated)
  1.2, 9.0, -27.1, 3.2, ·, 1.7, -2.2
Cc1occc1C(=O)N/N=C/c1ccc(Cl)c([N+](=O)[O-])c1
  ·, ·, -5.9, ·, -0.5, -9.0, -0.3
CC(O)CNC(=O)Cc1cc(=O)[nH]c(=O)[nH]1 (configuration not stated)
  13.9, 0.4, -22.1, 0.7, 2.1, 9.8, -12.0
COc1ccc(N(C)C(=O)c2oc(=O)c3ccccc3c2-c2ccccc2)c(OC)c1
  -0.9, -2.7, -8.8, 1.2, -3.6, 2.1, 0.7
COc1ccccc1-n1cc(C(=O)NCC(=O)N2CCN(c3ccccn3)CC2)c2ccccc2c1=O
  ·, 2.1, -16.0, ·, 12.9, -2.2, 2.3
COc1cc(/C=C2\C(=N)N3N=C(C(C)C)SC3=NC2=O)ccc1OCCOc1ccc(NC(C)=O)cc1
  8.1, -0.9, 4.1, 12.4, -23.5, -5.4, -3.8
COCCCNC(=O)C[C@H]1C[C@H](C(=O)N(C(C)C)C(C)C)[C@@]2(C)c3[nH]c4cc(-c5ccco5)ccc4c3CCN2C1=O
  -15.5, 5.0, 10.4, 1.2, -2.1, -7.2, 1.3
CN1C(=O)[C@H]2[C@@H](/C=C/c3ccccc3)N3C(=O)CN(Cc4ccccn4)C(=O)[C@@]3(Cc3ccccc3)[C@H]2C1=O
  4.8, -0.2, ·, -6.8, ·, -0.4, -0.5
Cc1noc(C)c1NC(=O)N(C)C[C@H]1Oc2ccc(NC(=O)Nc3ccc(C(F)(F)F)cc3)cc2C(=O)N([C@H](C)CO)C[C@H]1C
  -6.0, -1.2, -12.0, 5.9, 5.9, -11.1, -4.6

(continued)
| Compound | C2C12 statin | FN deposition inh | LGR2 inh | esBAF inh | SIRT5 block | S100A4 MyoIIA | Casp6 inh |
| --- | --- | --- | --- | --- | --- | --- | --- |
| CC(C)NC(=O)N1[C@@H]2c3cccc(=O)n3C[C@H]1[C@H](CO)[C@H]2C(=O)N1CCC(Cc2ccccc2)CC1 | · | · | 0.2 | · | -1.2 | -9.5 | 0.5 |
| CC(C)CN(C(=O)COC(=O)/C=C/c1cccs1)c1c(N)n(Cc2ccccc2)c(=O)[nH]c1=O | · | -6.9 | 31.3 | · | -3.5 | -2.6 | -2.7 |
| C[C@H]1CN([C@@H](C)CO)C(=O)Cc2cc(NC(=O)Nc3ccc4c(c3)OCO4)ccc2O[C@@H]1CN(C)Cc1ccc(C(=O)Nc2ccccc2N)cc1 | 3.0 | -2.9 | 4.8 | 20.6 | · | 12.5 | -0.9 |
| CC(C)(CO)NS(=O)(=O)c1ccc2c(c1)C(=NO)c1cc(S(=O)(=O)NC(C)(C)CO)ccc1-2 | · | 14.3 | 29.3 | · | -7.9 | -1.0 | 1.3 |
| CCN(CC)c1ccc(/C=N/NC(=S)NCc2ccccc2)cc1 | 12.3 | 3.5 | · | 8.3 | · | · | · |
| O=C(c1nnc(-c2ccccc2)o1)C1CC1 | · | -3.3 | -19.5 | · | 6.3 | -4.4 | -0.8 |
| Cc1ccc(C(=O)N/C(=C\c2ccc(C(C)C)cc2)C(=O)NCCCN2CCOCC2)cc1 | -15.8 | 1.1 | -2.3 | 4.1 | · | · | · |
| O=C(Cc1cccnc1)N1CC(=O)N2[C@@H](CO)[C@H](c3ccc(/C=C/c4ccccc4)cc3)[C@@H]2C1 | · | 2.7 | -4.3 | · | 7.8 | -8.8 | 0.1 |
| CO[C@H]1CN(C)C(=O)c2cc(NC(=O)C3CC3)ccc2OC[C@@H](C)N(CCc2ccccc2)C[C@@H]1C | -15.0 | 5.4 | 6.8 | 2.8 | · | · | · |
| Cc1ccc(S(=O)(=O)Nc2ccc(-n3cnnn3)cc2)cc1 | -2.5 | · | -12.3 | -4.1 | -0.9 | -2.7 | 4.1 |
| COCC#Cc1cnc2c(c1)C(=O)N([C@@H](C)CO)C[C@@H](C)[C@H](CN(C)C(=O)Cc1cccnc1)O2 | 6.1 | · | -3.1 | 2.5 | -4.5 | 8.2 | 2.6 |
| C=CCN(CC=C)C(=S)NC(=O)/C=C/c1ccc(OC)cc1 | -3.1 | 2.1 | 2.4 | -1.0 | · | -0.1 | -4.8 |
| CC1CCCC(NC(=O)CN(C)CC(=O)Nc2ccc(F)cc2)C1C (configuration not stated) | 0.3 | -1.9 | -12.4 | 0.8 | -4.2 | -0.2 | -2.6 |

Single records (already shown). Order of screens: C2C12 statin | FN deposition inh | LGR2 inh | esBAF inh | SIRT5 block | S100A4 MyoIIA | Casp6 inh
`CC1CCCC(NC(=O)CN(C)CC(=O)Nc2ccc(F)cc2)C1C` (configuration not stated) is listed with 0.3 | -1.9 | -12.4 | 0.8 | -4.2 | -0.2 | -2.6
`C=CCN(CC=C)C(=S)NC(=O)/C=C/c1ccc(OC)cc1` is listed with -3.1 | 2.1 | 2.4 | -1.0 | · | -0.1 | -4.8
